TcdB inh = TcdB glycohydrolase inhibition. P18177. TcdB glycohydrolase enzymatic assay, plate reader. inhibition, % at 9.99 µM. actives 0.24% (n = 350,000); in the data active = inhibition above about 10%
Target sequence (P18177 whole entry, looked up): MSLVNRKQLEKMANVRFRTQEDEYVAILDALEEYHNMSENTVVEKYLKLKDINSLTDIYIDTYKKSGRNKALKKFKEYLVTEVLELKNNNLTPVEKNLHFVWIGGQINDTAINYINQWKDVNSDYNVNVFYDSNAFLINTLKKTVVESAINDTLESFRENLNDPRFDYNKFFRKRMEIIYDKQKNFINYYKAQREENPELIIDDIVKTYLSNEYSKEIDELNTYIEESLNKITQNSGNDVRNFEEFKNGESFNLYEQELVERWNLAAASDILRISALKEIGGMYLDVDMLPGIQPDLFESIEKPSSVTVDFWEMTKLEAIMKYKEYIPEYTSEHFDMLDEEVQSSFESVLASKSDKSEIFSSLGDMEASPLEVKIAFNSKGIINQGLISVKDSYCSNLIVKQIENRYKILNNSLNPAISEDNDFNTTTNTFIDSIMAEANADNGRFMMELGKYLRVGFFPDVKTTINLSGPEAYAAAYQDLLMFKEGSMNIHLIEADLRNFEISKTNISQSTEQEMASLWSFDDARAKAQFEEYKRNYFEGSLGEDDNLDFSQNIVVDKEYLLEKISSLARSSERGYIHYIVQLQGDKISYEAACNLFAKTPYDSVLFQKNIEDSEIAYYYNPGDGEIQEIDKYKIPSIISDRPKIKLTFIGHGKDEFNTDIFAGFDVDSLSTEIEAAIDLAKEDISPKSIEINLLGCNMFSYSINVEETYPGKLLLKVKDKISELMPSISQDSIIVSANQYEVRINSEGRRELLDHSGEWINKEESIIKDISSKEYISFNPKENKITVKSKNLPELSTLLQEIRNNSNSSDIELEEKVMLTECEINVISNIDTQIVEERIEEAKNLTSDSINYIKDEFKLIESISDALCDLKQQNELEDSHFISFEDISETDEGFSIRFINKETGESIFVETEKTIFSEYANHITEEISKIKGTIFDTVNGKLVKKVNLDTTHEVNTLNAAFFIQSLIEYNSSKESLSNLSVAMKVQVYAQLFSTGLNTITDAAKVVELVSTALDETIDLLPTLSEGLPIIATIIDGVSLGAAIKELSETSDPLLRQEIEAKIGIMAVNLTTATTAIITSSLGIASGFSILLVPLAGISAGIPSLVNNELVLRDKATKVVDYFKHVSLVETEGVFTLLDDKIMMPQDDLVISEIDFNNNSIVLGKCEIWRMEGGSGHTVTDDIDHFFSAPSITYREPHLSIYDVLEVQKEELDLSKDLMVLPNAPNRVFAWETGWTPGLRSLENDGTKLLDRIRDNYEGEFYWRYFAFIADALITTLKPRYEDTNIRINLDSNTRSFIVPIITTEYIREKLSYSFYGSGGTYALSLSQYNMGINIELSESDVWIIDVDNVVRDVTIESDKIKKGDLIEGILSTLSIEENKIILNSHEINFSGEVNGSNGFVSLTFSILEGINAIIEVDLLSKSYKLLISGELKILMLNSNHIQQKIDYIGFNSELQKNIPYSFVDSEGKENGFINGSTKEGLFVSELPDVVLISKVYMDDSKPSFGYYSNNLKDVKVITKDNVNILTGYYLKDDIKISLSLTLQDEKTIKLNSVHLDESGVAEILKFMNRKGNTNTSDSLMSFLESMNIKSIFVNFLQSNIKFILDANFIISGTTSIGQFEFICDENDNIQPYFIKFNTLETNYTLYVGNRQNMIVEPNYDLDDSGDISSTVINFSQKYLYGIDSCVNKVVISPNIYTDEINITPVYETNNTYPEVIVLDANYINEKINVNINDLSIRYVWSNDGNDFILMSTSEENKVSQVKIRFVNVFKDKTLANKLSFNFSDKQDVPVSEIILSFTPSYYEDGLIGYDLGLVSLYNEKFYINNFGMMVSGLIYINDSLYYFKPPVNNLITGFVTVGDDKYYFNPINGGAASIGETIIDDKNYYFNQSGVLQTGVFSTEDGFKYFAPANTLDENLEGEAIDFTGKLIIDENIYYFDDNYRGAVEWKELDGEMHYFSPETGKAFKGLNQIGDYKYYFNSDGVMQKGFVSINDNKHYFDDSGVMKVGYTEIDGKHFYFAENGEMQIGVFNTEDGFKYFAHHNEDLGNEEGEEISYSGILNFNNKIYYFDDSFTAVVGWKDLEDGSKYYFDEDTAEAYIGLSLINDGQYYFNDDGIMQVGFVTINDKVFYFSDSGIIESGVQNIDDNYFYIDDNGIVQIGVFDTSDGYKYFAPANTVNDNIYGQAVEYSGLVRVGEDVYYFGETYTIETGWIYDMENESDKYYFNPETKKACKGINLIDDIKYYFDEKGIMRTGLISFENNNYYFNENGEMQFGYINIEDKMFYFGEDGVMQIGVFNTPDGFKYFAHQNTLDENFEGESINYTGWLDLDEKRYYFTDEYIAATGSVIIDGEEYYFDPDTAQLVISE
Active calls of the source: *. A portion of the library; rates above refer to the full screens.

SMILES	TcdB inh
CCC(=O)N1C[C@@H](C)[C@@H](OC)CN(C)C(=O)c2cc(NC(=O)COC)ccc2OC[C@H]1C	-0.1
COc1ccccc1C#Cc1ccc2c(c1)[C@@H]1[C@@H](CCN1C(=O)c1cccc(F)c1)[C@H](CO)N2	0.9
COCC(=O)N1[C@H](CO)[C@@H](c2ccccc2C2=CCCC2)[C@@H]1C#N	-8.1
C[C@H]1CN([C@@H](C)CO)C(=O)c2ccccc2-c2ccccc2CO[C@@H]1CN(C)C(=O)Nc1cccc(C(F)(F)F)c1	-0.5
COc1ccccc1S(=O)(=O)N[C@@H]1CC[C@@H](CCNC(=O)C2CC2)O[C@@H]1CO	0.7
CCS(=O)(=O)Nc1ccc2c(c1)C(=O)N(C)C[C@H](OC)[C@@H](C)CN(C(=O)NC(C)C)[C@@H](C)CO2	-0.9
CN1C(=O)c2cc(NC(=O)C3CCC3)ccc2OC[C@@H]2O[C@H](CC(=O)NCc3ccccc3F)CC[C@H]21	-0.5
COC(=O)c1ccc(CN2CC(=O)N3[C@H](CO)[C@H](c4ccc(-c5cccnc5)cc4)[C@H]3C2)cc1	-0.8
COc1ccc(CN(C)C[C@H]2Oc3ccc(NC(=O)Nc4ccc(F)cc4)cc3CC(=O)N([C@@H](C)CO)C[C@H]2C)cc1	0.0
COCC(=O)N1[C@@H](C#N)[C@@H](c2ccc(C3=CCCC3)cc2)[C@@H]1CO	-0.4
Cc1cccc(-c2ccc([C@@H]3[C@@H](CO)N4CCCCN(S(=O)(=O)c5cccc(C)c5)C[C@@H]34)cc2)c1	-0.8
C[C@H](CO)N1C[C@H](C)[C@@H](CN(C)C(=O)Nc2ccc(N3CCCCC3)cc2)OCc2cnnn2CCCC1=O	-5.5
C[C@@H]1CCCCO[C@H](CN(C)Cc2ccccc2)[C@@H](C)CN([C@@H](C)CO)C(=O)c2cc(NC(=O)Nc3ccc(C(F)(F)F)cc3)ccc2O1	-0.5
O=C(c1ccc2c(c1)OCO2)N1CC2(C1)[C@H](c1ccccc1)[C@@H](CO)N2C(=O)C1CCCC1	1.1
CO[C@H]1CN(C)C(=O)c2cc(NC(=O)C3CC3)ccc2OC[C@@H](C)N(C(=O)C2CCCCC2)C[C@H]1C	-1.9
COc1ccc(CN(C)C[C@H]2Oc3ccc(NC(=O)Nc4ccc(C(F)(F)F)cc4)cc3CC(=O)N([C@H](C)CO)C[C@H]2C)cc1	-0.8
C[C@@H]1CCCCO[C@H](CN(C)Cc2ccncc2)[C@@H](C)CN([C@@H](C)CO)C(=O)c2cc(NS(=O)(=O)c3cn(C)cn3)ccc2O1	-1.2
C[C@H](CO)N1C[C@H](C)[C@@H](CN(C)C(=O)Nc2ccccc2)OCCCC[C@H](C)Oc2ccc(NC(=O)Nc3ccc(F)cc3)cc2C1=O	-0.6
CN1C(=O)c2cc(NC(=O)Cc3ccccc3)ccc2OC[C@@H]2O[C@H](CC(=O)NC3CCC3)CC[C@@H]21	0.7
COc1ccc(-c2cnc3c(c2)C(=O)N([C@H](C)CO)C[C@H](C)[C@@H](CN(C)Cc2ccc(C(=O)O)cc2)O3)cc1	0.5
CC(=O)N(C)C[C@@H]1Oc2ncc(C#CCc3ccccc3)cc2C(=O)N([C@@H](C)CO)C[C@H]1C	-1.6
C[C@H](CO)N1C[C@H](C)[C@@H](CN(C)Cc2ccncc2)Oc2ccc(NC(=O)Nc3ccc(C(F)(F)F)cc3)cc2CC1=O	-0.8
C[C@H]1CN([C@@H](C)CO)C(=O)Cc2cc(NC(=O)Nc3ccc4c(c3)OCO4)ccc2O[C@H]1CN(C)CC1CC1	0.4
CC=Cc1ccc2n(c1=O)C[C@H]1[C@H](CO)[C@@H](C(=O)NCC)N(Cc3nccs3)[C@@H]21 (mixture of isomers)	0.5
O=C(C[C@@H]1C=C[C@@H](NC(=O)CN2CCOCC2)[C@H](CO)O1)NC1CCCCC1	-1.0
C[C@H](CO)N1C[C@H](C)[C@@H](CN(C)Cc2ccccc2)Oc2ccc(NC(=O)Cc3ccccc3)cc2C1=O	0.0
O=C(C1CCCCC1)N1CC(=O)N2[C@H](CO)[C@H](c3ccc(-c4cccnc4)cc3)[C@H]2C1	-0.5
C[C@@H]1CN([C@H](C)CO)C(=O)c2cc(NS(=O)(=O)c3ccccc3)ccc2O[C@@H]1CN(C)Cc1ccc2c(c1)OCO2	1.0
COCC(=O)Nc1ccc2c(c1)OC[C@H](C)N(Cc1cccnc1)C[C@H](C)[C@H](OC)CN(C)C2=O	0.3
CCCNC(=O)C[C@@H]1C[C@H]2c3cc(NC(=O)C4CCOCC4)ccc3O[C@H]2[C@@H](CO)O1	-0.1
C[C@@H]1CN([C@@H](C)CO)C(=O)Cc2cc(NC(=O)C3CCCCC3)ccc2O[C@@H]1CN(C)Cc1ccc(Cl)c(Cl)c1	0.2
O=C(NC1CCCC1)[C@@H]1[C@@H](CO)[C@@H]2Cn3c(ccc(-c4cccnc4)c3=O)[C@H]1N2CCc1ccccc1	0.0
COCC(=O)Nc1ccc2c(c1)C(=O)N(C)C[C@@H](OC)[C@H](C)CN(C(=O)C1CCCC1)[C@H](C)CO2	-2.1
Cc1cccc(S(=O)(=O)N2CC[C@@H]3[C@H]2c2cc(C#Cc4ccccc4F)ccc2N[C@@H]3CO)c1	-1.6
CO[C@H](CN(C)S(=O)(=O)c1ccc(C)cc1)[C@@H](C)CN(C(=O)Nc1ccccc1F)[C@H](C)CO	0.7
C[C@@H]1CCCCO[C@H](CN(C)S(=O)(=O)c2ccccc2)[C@H](C)CN([C@@H](C)CO)C(=O)c2cc(NS(C)(=O)=O)ccc2O1	0.5
CCCNC(=O)[C@@H]1[C@@H](CO)[C@@H]2Cn3c(ccc(-c4ccccc4)c3=O)[C@H]1N2C(=O)Nc1ccccc1	-0.4
COc1ccc(S(=O)(=O)Nc2ccc3c(c2)C(=O)N([C@H](C)CO)C[C@@H](C)[C@H](CN(C)Cc2ccncc2)OCCCC[C@@H](C)O3)cc1	-0.3
CC(=O)N(C)C[C@H]1Oc2ncc(-c3ccccc3C)cc2C(=O)N([C@@H](C)CO)C[C@@H]1C	-0.5
C[C@@H]1CN([C@H](C)CO)C(=O)c2cc(NS(C)(=O)=O)ccc2O[C@H]1CN(C)C(=O)Nc1ccc(C(F)(F)F)cc1	-0.7
COc1ccc(CN(C)C[C@H]2Oc3ccc(NC(=O)CCC(F)(F)F)cc3C(=O)N([C@@H](C)CO)C[C@@H]2C)cc1	0.0
CC(C)NC(=O)N(C)C[C@H]1Oc2cc(-c3ccccc3)ccc2S(=O)(=O)N([C@@H](C)CO)C[C@@H]1C	0.5
C[C@H](CO)N1C[C@H](C)[C@H](CN(C)S(=O)(=O)c2ccc(Cl)cc2)OCc2ccccc2-c2ccccc2C1=O	-0.5
CN1C(=O)c2cc(NC(=O)C3CCCCC3)ccc2OC[C@H]2O[C@H](CC(=O)NCC3CCCCC3)CC[C@H]21	0.2
NCC[C@H]1CC[C@H](NC(=O)C2CCCC2)[C@@H](CO)O1	-0.7
C[C@H]1CN([C@@H](C)CO)S(=O)(=O)c2ccc(-c3ccncc3)cc2O[C@H]1CN(C)C(=O)c1ccc2c(c1)OCO2	-0.6
COc1ccc(NC(=O)Nc2ccc3c(c2)CC(=O)N([C@@H](C)CO)C[C@H](C)[C@@H](CN(C)C(=O)Nc2ccc(OC)cc2)O3)cc1	-1.5
C[C@@H]1CN([C@@H](C)CO)C(=O)c2cccc(NC(=O)c3cnccn3)c2O[C@@H]1CN(C)Cc1ccc2c(c1)OCO2	-4.5
Cc1noc(C)c1S(=O)(=O)N(C)C[C@@H]1Oc2ccc(NS(=O)(=O)c3cn(C)cn3)cc2CC(=O)N([C@@H](C)CO)C[C@@H]1C	-2.5
C[C@@H]1CN([C@H](C)CO)C(=O)c2cccc(NC(=O)Nc3ccc(C(F)(F)F)cc3)c2O[C@H]1CN(C)C(=O)Nc1ccc(F)cc1	0.8
Next section
SMILES	TcdB inh
O=C(C1CCC1)N1CC(=O)N2[C@@H](CO)[C@@H](c3ccc(C4=CCCCC4)cc3)[C@@H]2C1	3.3
CC(C)NC(=O)N(C)C[C@@H]1Oc2ncc(C#Cc3ccc(F)cc3)cc2C(=O)N([C@@H](C)CO)C[C@H]1C	0.7
C[C@H](CO)N1C[C@H](C)[C@H](CN(C)Cc2ccc(C(F)(F)F)cc2)Oc2ccc(NC(=O)CCCCCC(=O)Nc3ccccc3N)cc2C1=O	-1.9
COc1ccccc1-c1cn(CC[C@H]2CC[C@@H](NC(=O)C3CCCC3)[C@H](CO)O2)nn1	0.4
CN(C[C@@H]1N[C@H](CO)[C@@H]1c1ccc(-c2cccc(F)c2)cc1)C(=O)CC1CC1	0.0
CO[C@H]1CN(C)C(=O)c2ccc(NC(C)=O)cc2OC[C@@H](C)N(C(=O)c2ccncc2)C[C@H]1C	0.2
C/C=C/c1ccc([C@@H]2[C@H](CO)N3C(=O)CN(C(=O)c4ccncc4)C[C@@H]23)cc1	0.6
CCCNC(=O)Nc1ccc2c(c1)OC[C@H](C)N(C)C[C@@H](C)[C@@H](OC)CN(C)C2=O	-0.3
CCCNC(=O)C[C@H]1CC[C@@H]2[C@H](COC[C@H](O)CN2Cc2cccc(F)c2)O1	-0.8
CCC(=O)Nc1ccc2c(c1)OC[C@H](C)N(CC1CC1)C[C@@H](C)[C@@H](OC)CN(C)C2=O	-0.6
C[C@H](CO)N1C[C@H](C)[C@@H](CN(C)Cc2ccc(Oc3ccccc3)cc2)Oc2cc(-c3ccncc3)ccc2S1(=O)=O	-2.1
COc1cccc(S(=O)(=O)Nc2ccc3c(c2)[C@H]2C[C@H](CC(=O)NCc4ccccc4F)O[C@H](CO)[C@H]2O3)c1	0.9
O=C(C[C@H]1C=C[C@@H](NC(=O)CC2CC2)[C@H](CO)O1)NCC(F)(F)F	0.1
C[C@@H]1CN([C@@H](C)CO)C(=O)Cc2cc(NS(=O)(=O)c3ccc(Cl)cc3)ccc2O[C@H]1CN(C)S(=O)(=O)c1cccs1	-0.1
Cc1ccccc1S(=O)(=O)N1C[C@H]2[C@@H](c3ccccc31)[C@H](CO)N2C(=O)CC1CC1	1.3
CCNC(=O)C[C@H]1CC[C@H]2[C@@H](COc3ccc(NC(=O)Nc4ccccc4F)cc3C(=O)N2C)O1	0.1
C[C@@H]1CN([C@@H](C)CO)C(=O)Cc2cc(NC(=O)C3CC3)ccc2O[C@H]1CN(C)S(C)(=O)=O	0.2
O=C(C[C@H]1CC[C@H]2[C@@H](COC[C@H](O)CN2Cc2cc(F)ccc2F)O1)NCc1ccc(F)cc1	0.9
COc1ccc(NC(=O)Nc2ccc3c(c2)[C@H]2C[C@H](CC(=O)NCC4CC4)O[C@H](CO)[C@H]2O3)cc1	-0.5
C[C@@H]1CN([C@H](C)CO)C(=O)c2cccc(NC(=O)c3cnccn3)c2O[C@H]1CN(C)Cc1ccc(-c2ccccc2)cc1	1.6
CC(=O)N[C@@H]1C[C@@H]2O[C@@H](CO)CC[C@@H]2O[C@@H]1CCc1ccc(-c2ccc(F)cc2)cc1	0.2
O=C(Nc1nccs1)[C@@H]1[C@@H](CO)[C@@H]2Cn3c(cccc3=O)[C@@H]2N1C(=O)C1CCCC1	0.0
C[C@H]1CN([C@@H](C)CO)S(=O)(=O)c2ccc(C#Cc3ccccc3)cc2O[C@H]1CN(C)C(=O)Cc1ccccn1	0.3
COc1ccccc1-c1cn(CC[C@H]2CC[C@H](NC(=O)C3CCCC3)[C@H](CO)O2)nn1	-0.5
O=C(CCN1CCCCC1)NCC[C@H]1CC[C@H](NC(=O)Cc2cccnc2)[C@H](CO)O1	-5.9
O=C(N[C@@H]1CC[C@@H](CCNC(=O)C2CCCC2)O[C@H]1CO)c1ccccn1	-0.3
CCCNC(=O)C[C@@H]1CC[C@@H]2[C@@H](COc3ccc(NC(=O)Nc4cccc(C)c4)cc3C(=O)N2C)O1	0.3
CCCC(=O)Nc1ccc2c(c1)C(=O)N(C)[C@H]1CC[C@H](CC(=O)NCCc3ccccc3)O[C@@H]1CO2	0.7
COc1ccc(CN(C)C[C@H]2OCCCC[C@H](C)Oc3ccc(NC(=O)NC(C)C)cc3C(=O)N([C@H](C)CO)C[C@@H]2C)cc1	1.6
CCC(=O)Nc1ccc2c(c1)C(=O)N(C)C[C@@H](OC)[C@H](C)CN(C(=O)c1cnccn1)[C@@H](C)CO2	-0.1
NCC[C@@H]1CC[C@H](NC(=O)c2ccccc2F)[C@@H](CO)O1	-0.3
C[C@@H]1CN([C@H](C)CO)C(=O)c2cc(C#CC3(O)CCCC3)cnc2O[C@@H]1CN(C)S(C)(=O)=O	-1.4

Exported comma-delimited: entries from further up
SMILES,TcdB inh
C[C@@H]1CN([C@H](C)CO)C(=O)c2cc(NS(C)(=O)=O)ccc2O[C@H]1CN(C)C(=O)Nc1ccc(C(F)(F)F)cc1,-0.7
COc1ccc(CN(C)C[C@H]2Oc3ccc(NC(=O)CCC(F)(F)F)cc3C(=O)N([C@@H](C)CO)C[C@@H]2C)cc1,0.0
CC(C)NC(=O)N(C)C[C@H]1Oc2cc(-c3ccccc3)ccc2S(=O)(=O)N([C@@H](C)CO)C[C@@H]1C,0.5
C[C@H](CO)N1C[C@H](C)[C@H](CN(C)S(=O)(=O)c2ccc(Cl)cc2)OCc2ccccc2-c2ccccc2C1=O,-0.5
CN1C(=O)c2cc(NC(=O)C3CCCCC3)ccc2OC[C@H]2O[C@H](CC(=O)NCC3CCCCC3)CC[C@H]21,0.2
NCC[C@H]1CC[C@H](NC(=O)C2CCCC2)[C@@H](CO)O1,-0.7
C[C@H]1CN([C@@H](C)CO)S(=O)(=O)c2ccc(-c3ccncc3)cc2O[C@H]1CN(C)C(=O)c1ccc2c(c1)OCO2,-0.6
COc1ccc(NC(=O)Nc2ccc3c(c2)CC(=O)N([C@@H](C)CO)C[C@H](C)[C@@H](CN(C)C(=O)Nc2ccc(OC)cc2)O3)cc1,-1.5
C[C@@H]1CN([C@@H](C)CO)C(=O)c2cccc(NC(=O)c3cnccn3)c2O[C@@H]1CN(C)Cc1ccc2c(c1)OCO2,-4.5
Cc1noc(C)c1S(=O)(=O)N(C)C[C@@H]1Oc2ccc(NS(=O)(=O)c3cn(C)cn3)cc2CC(=O)N([C@@H](C)CO)C[C@@H]1C,-2.5

Bioassay records: PubChem, Broad Institute
